Assay outcomes (PubChem BioAssay)
TRPM1 prom inh – MITF TRPM1 promoter inhibition in SK-MEL-5 cells | SK-MEL-5 TRPM1 promoter luciferase, 24 h | inhibition, % at 12.5 µM | 330,000 compounds, 0.83% hits;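 active means mean inhibition across replicates of 60% or more, whatever share of single replicates reaches that level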; further: values of inactives mirror those of a sister screen read the other way
KKLEB tox – counter-screen for CF NF-kB inhibitors: cytotoxicity; activity change (cytotoxicity), % at 5 µM; KKLEB CF airway cells viability, ATPlite luminescence, overnight; active compounds read low; cells stimulated with P. aeruginosa culture filtrate; 360,000 compounds, 0.36% hits;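 active means corrected activity change at or below -50% at 5 µM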
iPSC survival up – increases survival of single human iPS cells | 360,000 compounds, 0.044% hits | survival enhancement, % at 20 µM | AID 602274 | hiPSC single-cell survival, ATPlite luminescence; 100% = ROCK inhibitor wells, 0% = DMSO; in the data active means survival enhancement above about 18%;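 further: cells exposed to compounds for 16 hours before the ATP read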
CF NFkB block – cystic fibrosis NF-kB activation inhibition | KKLEB NF-kB-GFP reporter, PAF-induced, GFP fluorescence overnight | inhibition, % at 5 µM | 360,000 compounds, 0.86% hits;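 active means at least 50% inhibition at 5 µM, scaled per plate between neutral and stimulator controls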;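 further: PAF is a Pseudomonas aeruginosa culture filtrate used as stimulus; plate controls were PAF-stimulated DMSO wells for no effect and unstimulated DMSO wells for full effect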
NR2E3 ag-1 – activates human photoreceptor nuclear receptor NR2E3; Q9Y5X4; GST-NR2E3/biotin-RetCOR TR-FRET, 1536-well; inhibition of corepressor binding, % at 4.78 µM; 320,000 compounds, 0.12% hits; AID 2300;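 active means percent inhibition above the cutoff of mean plus 3 SD of all tested compounds, set per screening campaign, cut at about 20% in these data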;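 further: 0% = DMSO wells and 100% = biotin wells as full block of FRET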
Target sequence (Q9Y5X4 whole entry, looked up): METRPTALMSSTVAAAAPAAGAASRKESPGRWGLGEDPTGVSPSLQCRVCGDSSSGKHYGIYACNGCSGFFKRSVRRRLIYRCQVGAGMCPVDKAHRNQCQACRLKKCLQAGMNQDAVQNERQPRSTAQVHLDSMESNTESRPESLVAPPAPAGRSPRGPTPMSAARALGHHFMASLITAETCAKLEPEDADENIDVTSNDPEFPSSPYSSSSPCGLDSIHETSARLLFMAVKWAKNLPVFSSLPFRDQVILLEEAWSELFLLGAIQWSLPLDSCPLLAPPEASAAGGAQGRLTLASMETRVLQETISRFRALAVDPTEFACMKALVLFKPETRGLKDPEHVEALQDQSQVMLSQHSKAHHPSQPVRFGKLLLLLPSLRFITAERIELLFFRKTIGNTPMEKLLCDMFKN
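Material: NR2E3–RetCOR corepressor complex | Quantity: 1.35 nM GST-tagged NR2E3 final | Schedule: 5 h at 4 °C | Replication: Singlicate compound wells | Reagent: RetCOR corepressor, biotinylated, 7 nM | Controls: Biotin wells as high control, 0.6% DMSO wells as low control | Signal: TR-FRET, Eu(K)-anti-GST donor, streptavidin-D2 acceptor, ex 340, em 617/671 nm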
HIF-2a inh – inhibitors of HIF-2a; 786-0 RCC cells HIF-2a reporter, luciferase luminescence, overnight; inhibition, % at 18.8 µM; 360,000 compounds, 0.72% hits;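 active means inhibition of the luminescence signal of 40% or more relative to plate controls, in a single-dose primary screen at 18.75 µM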
Shn3 3UTR inh – Schnurri-3 reporter inhibition in Clone20 osteoblasts. Clone20 osteoblast Shn3 3'UTR firefly luciferase, 24 h. inhibition, % at 12.5 µM. 360,000 compounds, 0.52% hits;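 active means mean inhibition of at least 75% with every replicate also reaching 75%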;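 further: 0% = median of neutral control wells and 100% = pilot-screen positive control compound; some compounds past the cut are filed as inactive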
Peg3 prom inh – Peg3 promoter activity inhibition; HeLa PEG-Prom luciferase reporter, luminescence, overnight; inhibition, % at 20 µM; 360,000 compounds, 1.7% hits;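 active means inhibition of at least 50% at 20 µM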
aDG glyco act – alpha-DG glycosylation activation; 360,000 compounds, 0.22% hits; activation, % at 10 µM; Pro5-aDG cells, alpha-DG glycosylation AlphaScreen (IIH6); 0% Pro5, 100% B10-LARGE cell signal;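 active means activation of at least 8% versus controls, or a plate z-score of at least 8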;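 further: Pro5 are CHO cells carrying HIG-tagged alpha-DG that lacks glycosylation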
TWEAK Fn14 block – inhibitors of TWEAK-Fn14 interaction signaling; TWEAK-stimulated Fn14 reporter cells, luciferase luminescence, 8 h; inhibition, % at 10 µM; 360,000 compounds, 2% hits; AID 1159606; in the data active means inhibition above about 50%
NR2E3 ag-2 – activates human NR2E3 receptor | CHO-S Gal4-NCOR/VP16-NR2E3 two-hybrid, luciferase | inhibition of corepressor binding, % at 3.98 µM | 360,000 compounds, 0.35% hits | AID 602229;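 active means inhibition above the mean of all tested compounds plus 3 SD, cut at about 70% in these data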;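 further: 0% = DMSO with NR2E3 transfected cells and 100% = cells lacking NR2E3 construct; higher means lower luciferase signal from less NR2E3 corepressor binding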
* hit, by the source's call; x = not tested or not shown; & = joins results of further samples. Hits appear at their usual frequency (roughly 4.4% active in at least one column).

SMILES	TRPM1 prom inh	KKLEB tox	iPSC survival up	CF NFkB block	NR2E3 ag-1	HIF-2a inh	Shn3 3UTR inh	Peg3 prom inh	aDG glyco act	TWEAK Fn14 block	NR2E3 ag-2
CCC(C)Sc1ccc([C@@H]2[C@@H]3C(=O)N(C)C(=O)[C@@H]3[C@]3(C(=O)OC)CCCCN23)cc1OC (some centres undefined)	5	0	0.1	12	3	13	6	10	0.1	1	14
Cc1ccc(-c2nnn(CCC(=O)Nc3ccc4c(c3)OCO4)n2)cc1	1	-14	-0.9	-4	3	-55	-13	-17	0.1	-5	7
Cc1cc(C)c(NC(=O)CN(C)C(=O)C2CC(=O)N(c3cccc4ccccc34)C2)c(C)c1 (centres undefined)	13	26	2.7	16	1	9	-12	-1	-0.4	6	-24
O=C(O)COc1ccc(/C=C2/SC(=S)N(Cc3ccccc3)C2=O)cc1	0	-6	-0.2	6	0	5	-6	-1	0.0	-14	6
O=C(O)Cc1ccc(-n2cccc2)cc1	-11	2	2.3	9	-8	11	-5	2	-0.2	6	-16
COc1ccc(OC)c2c(C)cc(N3CCN(C(=O)c4ccc(C)cc4)CC3)nc12	12	-13	3.2	-35	4	22	14	8	0.4	-5	-3
O=[N+]([O-])C1C(c2ccccc2)C12c1ccccc1-c1ccccc12 (centres undefined)	x	-32	-1.6	68*	x	49*	29	53*	0.1	57*	23
CC1=N/C(=C/c2ccco2)C(=O)O1	13	8	0.8	-9	x	11	-29	8	-0.1	18	-5
Cc1ncsc1C(=O)Nc1cccc(C(F)(F)F)c1	1	-10	-0.4	21	-6	-9	7	-4	0.1	-6	-8
C=CCN1C(=O)[C@H]2CCC=C[C@H]2[C@@H]1c1cccc(C)c1	-2	-7	-1.0	35	x	8	-11	8	1.2	4	-48
COc1ccc(C2=C(CN(C)C)C(c3ccccc3)c3ccccc3O2)cc1 (centres undefined)	8	-1	0.1	3	0&1	20	-1&-39	6	0.8	3	-20
COCCn1c(SCC(=O)NNC(=O)c2ccc(OC)c(OC)c2)nc2ccccc2c1=O	9	9	1.8	14	3	17	8	1	-0.3	-2	-35
CCc1nnc(NC(=O)COc2ccccc2[N+](=O)[O-])s1	-18	15	-0.2	-7	0	-109	-16	-53	-0.1	-2	-28
C/C(=N\N=C1/NC(=O)C(C)S1)c1ccco1 (centres undefined)	-10	8	-0.1	-4	-4	4	-1	1	-0.1	14	-8
CCn1nc(C(=O)NCCc2ccc3c(c2)OCCO3)c2ccccc2c1=O	17	0	-2.9	-5	x	7	5	21	0.2	7	9
CCCC(=O)Nc1ccccc1N1CCN(C(=O)c2ccccc2)CC1	14	7	-2.1	-6	4	14	3	7	0.4	-6	-30
CCCCNC(=O)CCc1nc2cccnc2n1Cc1ccc(OC)cc1	9	0	4.4	-2	2	5	-15	0	-0.1	8	1
COc1ccc(/C=N/NC(=O)COc2cccc3cccnc23)cc1OC	-3	-4	-0.4	-3	-1	-23	1	-8	-0.4	-3	-15
COc1ccc2[nH]c(=O)c(CN(C(=O)COc3ccccc3)C(C)C)cc2c1	8	-3	4.4	0	0	18	17	18	0.2	-5	-6
O=c1c(Cc2ccc(F)cc2)c(O)ccn1Cc1cccc(Cl)c1	-1	0	7.0	5	1	1	9	2	0.4	-3	-23
CCCc1cc(=O)[nH]c(SCC(=O)N2CCc3ccccc3C2)n1	3	5	-0.3	1	0	12	8	15	-0.1	-6	-13
O=C(CNC(=O)Cc1ccccc1)N=Nc1c(O)[nH]c2ccc(Br)cc12	10	-9	0.8	-15	-5	6	12	-7	0.0	-20	1
COc1ccc(NC(=O)COc2ccc(/C=N/NC(=O)c3cccnc3)cc2OC)cc1	-39	-3	-1.3	-5	0	-7	-19	-87	-0.1	-1	-6
COc1ccc([C@H]2N[C@]3(CCCN(Cc4ccc(C(F)(F)F)cc4)C3=O)[C@H]3C(=O)N(C)C(=O)[C@@H]23)cc1	x	14	0.4	-5	x	-2	-5	-9	0.2	10	-2
CN(C)CCCNC(=O)C[C@H]1C[C@H](C(=O)N2CCOCC2)[C@@]2(C)c3[nH]c4ccc(Cl)cc4c3CCN2C1=O	-14	9	1.7	7	x	12	-1	-3	5.2*	5	-27
Cc1ccc(Sc2cc(C)nc(-c3ccccn3)n2)cc1	-8	-5	-0.7	-11	-2	-221	-8	-116	2.4	-14	86*
COc1ccc(NC(=S)N(CCCN2CCCCC2)Cc2cccs2)cc1	7	6	-1.3	6	1	17	-1	-8	0.1	-11	-7
CCN(CC(=O)Nc1ccccc1OC)C(=O)CSCc1c(C)noc1C	-3	6	0.2	4	4	6	-15	-2	0.1	-15	8
CC1CCCN(C(=O)Cn2cnc3c2c(=O)n(C)c(=O)n3C)C1 (centres undefined)	2	6	-0.5	-6	2	7	8	6	-0.1	11	7
COc1ccc(OCC(=O)Nc2ccc(S(=O)(=O)N3CCN(C)CC3)cc2)cc1	-11	-4	-1.1	-5	1	14	5	13	-0.1	9	-3
Cc1ccc(N(C(=O)c2csnn2)C(C(=O)NC2CCCC2)c2ccccn2)cc1 (centres undefined)	x	6	-0.3	-8	-1	-14	-9	8	-0.1	0	-17
O=C(CSc1nnc(-c2ccncc2)n1-c1ccc(Cl)cc1)Nc1ccc(C(=O)O)cc1	6	2	2.5	0	6	12	-5	15	-0.3	1	-30
CC1CCC(NC(=O)COc2ccccc2C(N)=O)CC1 (centres undefined)	-18	9	3.1	-7	-2	0	-3	7	-0.2	-11	-10
Oc1ccc(CCC2CCCCN2Cc2nc(C3CC3)no2)cc1 (centres undefined)	-1	2	2.0	7	-1	11	-1	-5	0.6	6	-7
O=C(NCc1cccs1)c1csc2c1CCCCC2	-12	-1	0.8	-1	-1	-93	-16	-72	-0.4	-22	4
COc1ccc(Br)cc1C(=O)Nc1ccc(Cc2ccncc2)cc1	6	4	2.4	3	2	-53	39	13	2.6	8	-23
Cc1ccc(C(=O)NCC(=O)OC(C)C(=O)Nc2ccc(N3CCOCC3)cc2)s1 (centres undefined)	-11	11	-0.8	5	1	-53	x	-11	-0.2	11	-6
Cc1ccc(C(=O)NC(=S)NCc2cccnc2)c(C)c1	8	6	-2.0	-18	3	-12	11	-3	1.0	1	-30
CC(C)c1ccc(NC(=O)COC(=O)c2cc(=O)[nH]c3ccccc23)cc1	3	-22	-0.5	14	2	-15	-8	-20	-0.2	3	-22
O=C(COC(=O)CCCC1=NS(=O)(=O)c2ccccc2N1)Nc1ccccc1	1	-10	-0.4	37	-1	11	-11	-3	-0.2	0	-34
Cn1c(=O)n(Cc2ccccc2Br)c2ccccc21	3	-4	2.0	-3	0	10	-15	-19	-0.1	-76	-18
C=Cn1cc[n+](CC(=O)c2ccc(Cl)c(Cl)c2)c1	-6	20	0.4	-9	6	14	3	9	-0.1	-5	-18
CCOCCCn1c(SCC(=O)Nc2cc(C(C)(C)C)nn2-c2ccccc2)nc2ccccc2c1=O	21	0	-2.3	1	0	21	-8	-1	-0.2	-6	4
O=C(Nc1ccon1)Nc1ccccc1C(F)(F)F	-2	-6	0.3	-5	0	10	-9	15	0.1	-4	3
Cc1ccc(S(=O)(=O)Nc2nc3cc(C)c(C)cc3[nH]2)cc1	9	4	-0.3	-4	8	11	25	5	0.4	11	-30
CN(C)c1nc(SCCOC(=O)Nc2ccccc2)nc(N(C)C)n1	-15	-1	-0.1	10	1	-14	12	5	0.4	19	2
Cc1cc(C)c(C#N)c(SCC(=O)Nc2ccccc2C)n1	-7	-14	-0.8	24	-4	-20	-4	-11	-0.1	0	-30
C(#Cc1ccccc1)CN1CCN(c2ccccn2)CC1	-14&-5	0&12	3.0&-2.0	0&-12	0	-81&-47	11&5	-48&-19	0.0&-0.1	-8&-1	-20&-6
CCCCNC(C(=O)Nc1ccc(Cl)c([N+](=O)[O-])c1)c1ccccc1 (centres undefined)	-5	-5	-1.2	6	1	9	9	10	0.5	-16	-9
CC(C)Cc1ccc(C(C)C(N)=NCCc2ccccc2)cc1 (centres undefined)	71*	-28	-0.7	10	x	10	2	104*	0.0	-14	18
Following part
SMILES	TRPM1 prom inh	KKLEB tox	iPSC survival up	CF NFkB block	NR2E3 ag-1	HIF-2a inh	Shn3 3UTR inh	Peg3 prom inh	aDG glyco act	TWEAK Fn14 block	NR2E3 ag-2
Cc1ccnc(NS(=O)(=O)c2ccc(NC(=O)Cc3cccs3)cc2)n1	-4	16	0.3	-17	3	2	7	8	-0.2	-5	-8
COc1ccc(C2NC(=S)N(c3ccccc3)C(C)=C2C(=O)Nc2ccccc2)cc1 (centres undefined)	-3	-1	1.2	-1	3	-27	-11	-1	-0.1	6	-29
Cc1nc(NCC2CCCO2)c2nnn(Cc3ccccc3)c2n1 (centres undefined)	10	1	-0.7	6	3	6	13	9	-0.1	-8	1
CCOc1ccc(NC(=O)CN(C)C(=O)/C=C/c2ccco2)cc1OCC	8	13	0.2	-16	0	-3	6	13	0.0	-2	-20
O=C(N/N=C/c1ccc[nH]1)c1cc(-c2ccc(Cl)cc2)nc2ccccc12	16	-12	-0.8	5	0	-16	21	27	0.2	20	-33
CC(C(=O)OCC(=O)NC1CCCC1)N1C(=O)c2ccccc2C1=O (centres undefined)	-1	-1	0.9	-5	x	12	8	-1	0.1	-11	-14
Cc1cccc(C(=O)NCC(=O)N2CCN(c3ccc(Cl)cc3)CC2)c1	6	4	-0.4	4	4	12	5	31	0.5	34	3
CN1C(C(=O)NCC2CC2)CC2Cn3c(nc4ccccc43)C21 (centres undefined)	-2	5	1.2	-16	4	11	9	-21	-0.2	8	8
O=C(c1ccccc1)N1CCN(C(=O)c2ccccc2)CC1	-3	-3	9.7	2	-1	17	2	14	0.0	-9	-1
CN(Cc1ccccc1)C(=O)c1ccco1	2	0	0.3	4	0	3	8	19	-0.3	1	11
C=CCOc1ccc(C=NNc2ccc(S(=O)(=O)Nc3ccccc3C(=O)O)cc2[N+](=O)[O-])cc1OC	-1	14	0.1	31	x	14	-4	8	-0.5	27	-9
O=C(COC(=O)c1ccc[n+]([O-])c1)Nc1ccc([N+](=O)[O-])cc1C(F)(F)F	1	-9	0.9	36	x	1	8	22	-0.2	6	14
CN1CCN(c2oc(-c3ccccc3)nc2S(=O)(=O)c2ccccc2)CC1	6	8	-1.4	-12	x	0	7	-6	-0.1	-9	-22
Cc1cc(NC(=O)CCCC(=O)O)nc(C)n1	-11	-3	0.2	13	3	-4	-24	19	0.2	34	27

Only Shn3 3UTR inh, Peg3 prom inh and aDG glyco act, for some of the entries so far:
SMILES	Shn3 3UTR inh	Peg3 prom inh	aDG glyco act
O=C(COC(=O)c1ccc[n+]([O-])c1)Nc1ccc([N+](=O)[O-])cc1C(F)(F)F	8	22	-0.2
CN1CCN(c2oc(-c3ccccc3)nc2S(=O)(=O)c2ccccc2)CC1	7	-6	-0.1
